Screening results (PubChem)
hIAP act = increases human intestinal alkaline phosphatase activity | actives 0.16% (n = 330,000) | purified human IAP, CDP-Star luminescence, 30 min; active compounds read high; 1 = vehicle-only enzyme, 0 = enzyme-free background | AID 2524 | activation factor at 10 µM;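 active = activation factor of the enzyme at least 2-fold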; also: the source names both 10 and 20 µM as test concentration; values of inactives mirror those of a sister screen read the other way
Target sequence (P09923 whole entry, looked up): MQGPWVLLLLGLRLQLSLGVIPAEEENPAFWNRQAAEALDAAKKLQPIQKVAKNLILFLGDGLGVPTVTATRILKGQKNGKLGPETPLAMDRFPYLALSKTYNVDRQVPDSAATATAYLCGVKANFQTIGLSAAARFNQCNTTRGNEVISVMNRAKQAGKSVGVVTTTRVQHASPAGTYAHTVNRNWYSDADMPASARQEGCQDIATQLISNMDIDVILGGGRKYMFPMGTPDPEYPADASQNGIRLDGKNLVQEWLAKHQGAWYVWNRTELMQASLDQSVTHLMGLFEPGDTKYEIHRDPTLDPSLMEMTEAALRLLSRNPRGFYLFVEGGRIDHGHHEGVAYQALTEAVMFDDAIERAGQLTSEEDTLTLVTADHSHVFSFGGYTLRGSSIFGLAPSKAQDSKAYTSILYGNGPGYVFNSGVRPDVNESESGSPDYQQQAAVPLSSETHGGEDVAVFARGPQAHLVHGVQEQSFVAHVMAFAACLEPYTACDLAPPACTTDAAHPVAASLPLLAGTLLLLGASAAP
NR3A LBD binder = NR3A (human) ligand-binding domain modulation; AID 1259313; NR3A LBD differential scanning fluorimetry, Tm shift; 0% = protein alone, 100% = glycine-bound protein; Tm shift relative to glycine control, % at 25 µM; actives 2.5% (n = 340,000);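 active = melting temperature shift of at least 10% of the positive control shift, at one fixed dose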
SENP8 block = blocks human SENP8 cleavage of Nedd8 substrate. actives 0.64% (n = 360,000). AID 602440. recombinant SENP8, Nedd8 substrate fluorescence. inhibition, % at 20 µM. Q96LD8; in the data active = inhibition mostly above about 40%, no sharp cut-off; inactive = mostly below about 27%
SENP1 FRET inh = blocks the human SENP1 SUMO protease catalytic domain | inhibition, % at 10 µM | recombinant SENP1 catalytic domain, CyPet-SUMO1-YPet FRET cleavage | actives 0.21% (n = 360,000) | Q9P0U3;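 active = inhibition at least 30% at 10 µM, raw YFP signal under a set limit, fluorescence ratio 0.5 to 1.5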;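 also: 0% = enzyme with DMSO and 100% = no enzyme wells; some results filed as inactive read as strong as hits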
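Test system: human SENP1 catalytic domain; medium: Tris pH 8 buffer plus EDTA, NaCl, BME, BSA, NP40, catalase; incubation: 50 min reaction at room temperature; technique: FRET, CFP and YFP emission; controls: no-enzyme low control and enzyme-plus-DMSO high control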
SENP6 inh = blocks the human protease SENP6 | Q9GZR1 | Recombinant SENP6 catalytic domain, aminoluciferin luminescence | inhibition, % at 10 µM | actives 1.8% (n = 330,000) | AID 2599;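 active = inhibition above about 50% at the single tested dose, limit read from the data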;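 also: plate controls were DMSO wells with enzyme for no effect and DMSO wells lacking enzyme for full effect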
Target sequence (Q9GZR1 628-1112 limits assumed): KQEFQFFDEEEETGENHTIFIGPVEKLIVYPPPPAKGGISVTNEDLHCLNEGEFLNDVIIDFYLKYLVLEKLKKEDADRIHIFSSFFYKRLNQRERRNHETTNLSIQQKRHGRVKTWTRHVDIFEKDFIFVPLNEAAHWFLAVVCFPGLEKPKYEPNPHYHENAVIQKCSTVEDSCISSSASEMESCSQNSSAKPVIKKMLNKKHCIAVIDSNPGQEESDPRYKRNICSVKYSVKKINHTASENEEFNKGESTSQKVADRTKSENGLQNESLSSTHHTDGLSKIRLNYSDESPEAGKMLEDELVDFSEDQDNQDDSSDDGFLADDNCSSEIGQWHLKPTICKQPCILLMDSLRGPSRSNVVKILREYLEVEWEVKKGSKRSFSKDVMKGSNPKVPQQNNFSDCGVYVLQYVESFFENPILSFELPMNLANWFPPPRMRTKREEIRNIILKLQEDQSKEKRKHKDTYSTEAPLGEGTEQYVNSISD
ATG4B inhibitor = inhibitors of human ATG4B cysteine protease. Q9Y4P1. ATG4B cleavage of LC3-PLA2, NBD-HPC fluorescence, 1 h. inhibition, % at 8.33 µM. actives 0.51% (n = 340,000). AID 504462; in the data active = inhibition above about 40%
MPTP block = inhibitors of mitochondrial permeability transition pore | inhibition, % at 10 µM | actives 1.4% (n = 360,000) | isolated mouse mitochondria, Ca2+ swelling absorbance, 30 min | AID 602449;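 active = inhibition of 50% or more, scaled per plate between neutral and stimulator controls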;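 also: 0% = DMSO wells given calcium and 100% = 1 mM EGTA wells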
PfGluPho inh = PfG6PD (Plasmodium falciparum) enzyme inhibition | AID 504690 | actives 0.78% (n = 350,000) | inhibition, % at 20 µM | PfGluPho enzyme, NADPH resazurin-diaphorase fluorescence;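 active = inhibition reaching at least a set limit at 20 µM in the primary screen, cut at about 59% in these data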;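 also: 0% = DMSO wells with substrate and 100% = DMSO wells lacking glucose-6-phosphate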
* marks the source's active call; other numbers are inactive results; i = inactive; . = no result given.

1) CC1CCCCC1NC(=O)Cn1cccc1C(=O)c1ccccc1 (stereo not given)
2) CCOc1cc(NC(=S)NCCCN2CCOCC2)c(OCC)cc1NC(=O)c1ccc(C)cc1
3) Cc1ccc(Cl)cc1NC(=O)c1cccc(OC(F)F)c1
4) CC1CC(C)CN(C(=O)COC(=O)COc2ccccc2C#N)C1 (stereo not given)
5) O=C(COc1nc2ccccc2nc1N1CCOCC1)NC1CCCCC1
6) Cc1ccc2[nH]c(O)c(N=Nc3ccccc3C)c2c1
7) COC(=O)Cc1c(C)c2ccc(O)c(CN3CCCC(C)C3)c2oc1=O (stereo not given)
8) Cc1nn(-c2ccccc2)c(Cl)c1C(=O)NCCCCNC(=O)c1c(C)nn(-c2ccccc2)c1Cl
Assay by compound	1	2	3	4	5	6	7	8
hIAP act	0.97	0.968	0.777	0.953	1.12	0.794	0.944	1.04
NR3A LBD binder	-0.7	-0.1	0.8	2.2	-0.1	-0.1	-0.3	-1.0
SENP8 block	10.5	7.7	11.1	16.5	8.7	-47.3	i	6.1
SENP1 FRET inh	0.8	-19.8	0.4	4.8	-2.2	16.1	-77.8	2.5
SENP6 inh	0.6	-8.0	2.7	7.3	1.4	-38.4	-2.3	-40.1
ATG4B inhibitor	5.6	4.7	2.9	-9.9	0.5	-11.9	6.8	2.4
MPTP block	-1.7	-1.8	-0.7	2.9	-0.2	65.8*	-0.7	-1.1
PfGluPho inh	1.8	22.9	24.2	9.7	-1.9	20.9	12.0	-11.8

9) COc1ccccc1CNS(=O)(=O)c1c(C)cc(C)cc1C
10) CCCCCc1nnc(NC(=O)Cc2ccc([N+](=O)[O-])cc2)s1
11) CC(CNC(=O)CC(C)(C)C)NC(=O)CC(C)(C)C (stereo not given)
12) COc1ccc(NC(=O)C2CCCN(S(=O)(=O)c3ccc4c(c3)CCCN4C(C)=O)C2)cc1Cl (stereo not given)
13) CCOC(=O)Cc1csc(SC(C)C(=O)Nc2ccc(NC(C)=O)cc2)n1 (stereo not given)
14) Cc1cc(C)nc(N2CCCC(C(=O)NCc3ccccc3F)C2)n1 (stereo not given)
15) CCC(C)(C)n1nnnc1C(c1ccc(C)cc1)N1CCSCC1 (stereo not given)
16) C/C(=N\NC(=O)CN1CCN(Cc2ccccc2)CC1)c1ccncc1
Assay by compound	9	10	11	12	13	14	15	16
hIAP act	.	0.888	0.866	1.33	1.07	1.1	1.14	1.08
NR3A LBD binder	.	-3.4	-2.1	-7.5	-0.3	-1.9	-5.0	-0.3
SENP8 block	9.6	2.8	12.6	16.2	7.8	-28.9	6.4	-1.9
SENP1 FRET inh	2.4	3.1	0.3	-0.7	-0.4	2.6	-2.0	-0.5
SENP6 inh	.	3.4	-2.7	9.2	3.6	-13.7	20.6	-39.2
ATG4B inhibitor	.	-2.7	-5.0	-13.2	-5.0	-4.1	-9.5	-9.0
MPTP block	-1.1	-1.4	-0.4	-3.0	2.0	0.2	-2.9	2.3
PfGluPho inh	30.7	3.5	-2.4	1.0	-3.9	-10.8	-12.8	10.2

17) O=C1CC(c2cccs2)c2cc3c(cc2N1)OCCO3 (stereo not given)
18) CCOc1ccc(S(=O)(=O)N2CCOCC2)cc1NC(=O)CN1C(=O)NC(C)(c2ccccc2)C1=O (stereo not given)
19) COC(=O)C(CC(=O)c1ccccc1)CC(=O)c1ccccc1
20) COc1ccc(S(=O)(=O)N2CCCC(C(=O)NCCC3=CCCCC3)C2)cc1 (stereo not given)
21) C[C@H](NC(=O)OC(C)(C)C)C(=O)N/N=C/C1=Cc2ccccc2OC1
22) CN(C)CCCn1c(=O)n(Cc2ccco2)c(=O)c2c3c(sc21)CCCCC3
23) O=C(CN1CCOCC1)Nc1nc(-c2ccccc2Cl)cs1
24) CCN(CC)C(=O)c1cn(-c2cccc(OC)c2)c(=O)c2ccccc12
Assay by compound	17	18	19	20	21	22	23	24
hIAP act	1.22	1.05	1.22	1.25	0.984	1.27	0.892	1.03
NR3A LBD binder	4.5	-0.5	-0.2	-1.3	0.2	-1.1	-2.7	0.3
SENP8 block	2.5	-1.3	7.9	18.9	-427.5	14.4	20.5	-17.4
SENP1 FRET inh	0.0	-2.7	1.6	2.1	0.2	-1.6	0.3	3.4
SENP6 inh	-0.5	4.6	-13.7	-11.4	-7.1	-12.8	1.2	2.7
ATG4B inhibitor	-5.7	-1.8	2.2	-1.9	-4.2	-2.3	-6.5	-5.9
MPTP block	0.7	1.5	0.4	-2.1	3.8	-3.7	-0.7	0.2
PfGluPho inh	-0.9	-1.9	-9.9	15.9	-0.2	6.2	2.4	-8.3

Part of the list above, with two lines to a compound:
Results follow in this order: hIAP act | NR3A LBD binder | SENP8 block | SENP1 FRET inh | SENP6 inh | ATG4B inhibitor | MPTP block | PfGluPho inh
(14) Cc1cc(C)nc(N2CCCC(C(=O)NCc3ccccc3F)C2)n1 (stereo not given)
    1.1 | -1.9 | -28.9 | 2.6 | -13.7 | -4.1 | 0.2 | -10.8
(15) CCC(C)(C)n1nnnc1C(c1ccc(C)cc1)N1CCSCC1 (stereo not given)
    1.14 | -5.0 | 6.4 | -2.0 | 20.6 | -9.5 | -2.9 | -12.8
(16) C/C(=N\NC(=O)CN1CCN(Cc2ccccc2)CC1)c1ccncc1
    1.08 | -0.3 | -1.9 | -0.5 | -39.2 | -9.0 | 2.3 | 10.2
(17) O=C1CC(c2cccs2)c2cc3c(cc2N1)OCCO3 (stereo not given)
    1.22 | 4.5 | 2.5 | 0.0 | -0.5 | -5.7 | 0.7 | -0.9
(18) CCOc1ccc(S(=O)(=O)N2CCOCC2)cc1NC(=O)CN1C(=O)NC(C)(c2ccccc2)C1=O (stereo not given)
    1.05 | -0.5 | -1.3 | -2.7 | 4.6 | -1.8 | 1.5 | -1.9
(19) COC(=O)C(CC(=O)c1ccccc1)CC(=O)c1ccccc1
    1.22 | -0.2 | 7.9 | 1.6 | -13.7 | 2.2 | 0.4 | -9.9
(20) COc1ccc(S(=O)(=O)N2CCCC(C(=O)NCCC3=CCCCC3)C2)cc1 (stereo not given)
    1.25 | -1.3 | 18.9 | 2.1 | -11.4 | -1.9 | -2.1 | 15.9
(21) C[C@H](NC(=O)OC(C)(C)C)C(=O)N/N=C/C1=Cc2ccccc2OC1
    0.984 | 0.2 | -427.5 | 0.2 | -7.1 | -4.2 | 3.8 | -0.2

Remaining list, next part.
25) O=C(CN(Cc1cccs1)C(=O)CN1C(=O)COc2ccccc21)NCc1ccco1
26) CN(C)c1ccc(NC(=O)CSc2n[nH]c(-c3ccco3)n2)cc1
27) Cc1ccc(NC(=O)C(Cc2ccccc2)NC(=O)OCc2ccccc2)cc1C (stereo not given)
28) CCOC(=O)c1ccc(N=NN(C)C)cc1
29) COc1cccc(OCCNc2cc(N3CCOCC3)ccc2[N+](=O)[O-])c1
30) CCC(C)n1c(C)cc(=O)n1C(C)CC (stereo not given)
31) CCc1nnc(NC(=O)CN2CCN(Cc3ccccc3C)CC2)s1
32) CC(C)CCC(C)NC(=O)Cc1ccc(S(=O)(=O)N2CCOCC2)s1 (stereo not given)
Assay by compound	25	26	27	28	29	30	31	32
hIAP act	0.801	0.938	1.07	1.14	0.924	.	0.897	1.14
NR3A LBD binder	-0.5	0.9	-3.8	-1.3	-1.5	-0.2	-0.4	0.7
SENP8 block	12.7	3.7	4.0	-9.4	12.8	-0.2	11.3	9.1
SENP1 FRET inh	-0.2	2.7	1.2	0.4	3.4	2.4	-3.1	0.8
SENP6 inh	21.7	-23.4	-2.1	-21.2	16.5	.	-11.3	-3.7
ATG4B inhibitor	13.9	-9.2	10.2	2.4	-1.2	7.9	-4.6	-5.5
MPTP block	-0.3	-0.8	1.0	3.8	9.1	-1.4	0.2	0.8
PfGluPho inh	-11.8	15.4	3.1	-9.1	18.8	8.9	-16.7	2.7

33) CCCS(=O)(=O)c1nc(C)cc(C)c1S(C)(=O)=O
34) NS(=O)(=O)c1ccc(NC(=O)COC(=O)c2ccc([N+](=O)[O-])s2)cc1
35) CN(Cc1ccc(Cl)cc1Cl)C(=O)CN1C(=O)NC2(CCCC2)C1=O
36) O=C(C1CCCO1)N1CCN(C(=S)Nc2ccccc2Cl)CC1 (stereo not given)
37) COc1cc2ccccc2cc1C(=O)N1CC(C)CC(C)C1 (stereo not given)
38) CC(CNC(=O)c1cccc(Br)c1)n1cncn1 (stereo not given)
39) CN(C)CCNC(=O)/C=N/O
40) Nc1[nH]c(=O)[nH]c(=O)c1N=Nc1cccc(Cl)c1
Assay by compound	33	34	35	36	37	38	39	40
hIAP act	1.13	1.05	1.02	1.12	1.08	0.855	0.931	1.01
NR3A LBD binder	-1.7	1.3	-1.8	-0.2	-1.2	-1.2	-0.2	15.9*
SENP8 block	-1.8	37.8	5.7	13.2	-10.3	-0.1	5.9	20.7
SENP1 FRET inh	1.7	1.2	3.5	1.6	2.0	2.1	1.0	0.5
SENP6 inh	4.6	-18.8	-2.5	-2.8	-4.8	-5.7	-23.4	10.7
ATG4B inhibitor	6.3	-6.7	-0.1	3.7	29.7	-2.8	-6.6	-3.9
MPTP block	-0.3	0.6	0.9	-0.9	-0.2	0.6	1.0	0.6
PfGluPho inh	-8.6	12.4	-13.7	-7.4	-13.2	7.6	-0.1	-17.9

41) Cc1nnc2ccc(N3CCCC3)nn12
42) COc1cccc(CNC(=O)C2CCCN(c3nn4c(=O)cc(C)nc4s3)C2)c1OC (stereo not given)
43) CC(=O)Nc1sc2c(c1C(N)=O)CCC2
44) CC(/C=C/c1ccccc1)=N/NC(=O)c1cc([N+](=O)[O-])cc([N+](=O)[O-])c1
45) COc1ccc(CCN(C)C(=O)CSc2nccn2C)cc1OC
46) COc1cccc(NC(=O)CSC2=NN3CCCC(=O)N=C3S2)c1
47) C/C(=N\Nc1ncc(Cl)cc1Cl)c1ccc2c(c1)OCO2
48) Cc1cccc(C)c1Nc1nnc(SCc2nc3ccccc3s2)s1
Assay by compound	41	42	43	44	45	46	47	48
hIAP act	0.929	0.939	0.812	.	0.875	0.883	0.965	1.04
NR3A LBD binder	0.4	-1.5	0.8	9.6	-0.3	-1.7	0.3	-10.0
SENP8 block	-1.8	-0.4	-34.4	18.0	9.6	12.8	-36.8	-128.6
SENP1 FRET inh	0.3	2.1	-0.2	1.6	-0.5	0.3	1.6	-40.6
SENP6 inh	-9.4	4.1	2.0	.	-1.3	12.4	-16.6	15.2
ATG4B inhibitor	-1.6	-1.5	-6.6	-5.1	-7.6	1.9	-7.8	3.4
MPTP block	15.8	-1.2	0.0	-23.9	0.1	-0.1	2.8	-1.7
PfGluPho inh	-3.9	1.9	-0.4	-14.9	-12.3	-14.5	-0.2	0.2

49) CCOC(=O)C1=C(C)NC(=O)NC1c1ccc(-c2ccc(Cl)cc2)o1 (stereo not given)
50) CCOC(=O)c1c(-c2ccccc2)csc1NC(=O)C(C)NCc1ccco1 (stereo not given)
51) Cc1cc(C)cc(N(CC(=O)O)S(=O)(=O)c2c(C)[nH]c(=O)[nH]c2=O)c1
52) CCN(CC)CCNC(=O)CNC(=S)N(CCCN1CCOCC1)Cc1cccs1
53) OC(CNC1CCCCC1)COCCOc1ccc(Br)cc1 (stereo not given)
54) CN1CCN(S(=O)(=O)c2ccc(-c3noc(C4CCN(S(C)(=O)=O)CC4)n3)cc2)CC1
Assay by compound	49	50	51	52	53	54
hIAP act	0.948	0.883	0.987	1.1	1	0.969
NR3A LBD binder	5.0	-1.5	-0.3	-0.6	0.5	1.2
SENP8 block	-70.8	8.6	25.9	13.6	26.0	16.6
SENP1 FRET inh	-29.9	-0.5	0.2	0.0	3.6	3.2
SENP6 inh	-0.8	8.1	-20.1	-13.6	1.5	-16.8
ATG4B inhibitor	4.6	-2.0	2.9	0.8	1.9	-6.2
MPTP block	-2.1	2.1	0.9	-1.0	0.2	-2.4
PfGluPho inh	-4.8	-3.1	-8.5	-1.4	-8.3	-2.6
